Assay outcomes deposited in PubChem by several laboratories.
V1R ag counter: V1a receptor agonism, counter-screen for OXTR agonists. P37288. CHO-V1R cells, Fluo-8 calcium fluorescence, agonist mode; 0% DMSO, 100% 3 nM vasopressin. activation, % at 3 µM. actives 0.25% (n = 320,000);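 active = activation above the mean activation of all tested compounds plus 3 SD, per screening run, cut at about 20% in these data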;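 also: signal is peak over basal fluorescence ratio across a 100 second FLIPR read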
VIM-2 inhibitor: blocks Pseudomonas aeruginosa VIM-2 metallo-beta-lactamase; purified VIM-2, nitrocefin hydrolysis, epi-absorbance fluorescence; inhibition, % at 5.6 µM; actives 0.89% (n = 290,000);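 active = inhibition above the mean of all tested compounds plus 3 SD, cutoff set per screening run, cut at about 7.5% in these data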;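 also: red hydrolysis product quenches plate fluorescence so inhibitors raise well fluorescence; 0% = enzyme with DMSO and 100% = DMSO without enzyme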
OXTR ag: human OXTR agonism. P30559. CHO-OTR cells, Fluo-8 calcium fluorescence; normalized: DMSO 0%, oxytocin 100%. activation, % at 3 µM. actives 0.32% (n = 320,000);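 active = activation above the mean of all tested compounds plus 3 SD, cutoff set per screening run, cut at about 20% in these data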;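 also: peak over basal fluorescence ratio from a 100 s FLIPR kinetic read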
Target sequence (P30559 whole entry, looked up): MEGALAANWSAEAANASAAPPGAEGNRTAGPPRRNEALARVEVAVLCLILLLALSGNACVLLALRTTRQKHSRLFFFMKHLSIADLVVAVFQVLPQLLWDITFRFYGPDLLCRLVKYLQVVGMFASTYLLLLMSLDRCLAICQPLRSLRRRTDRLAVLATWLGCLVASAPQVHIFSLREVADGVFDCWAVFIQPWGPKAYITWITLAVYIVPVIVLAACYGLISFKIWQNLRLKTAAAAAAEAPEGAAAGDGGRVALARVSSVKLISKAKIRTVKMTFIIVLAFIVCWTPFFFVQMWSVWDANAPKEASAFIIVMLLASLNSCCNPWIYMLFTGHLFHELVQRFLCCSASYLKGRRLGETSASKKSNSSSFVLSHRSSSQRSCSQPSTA
GalR3 antagonist: antagonists of human GalR3; actives 0.44% (n = 360,000); AID 651719; HEK293 GalR3-CNG cAMP membrane potential fluorescence; galR3 body fused to GalR1 C-terminus; inhibition, % at 3 µM;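 active = inhibition above the screen-wide average plus 3 SD, cut at about 13% in these data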;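 also: forskolin and galanin both at EC90 stimulate the cells; cAMP rise reported by CNG channel membrane potential dye signal; 0% = forskolin plus galanin with DMSO and 100% = forskolin alone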
Target sequence (O60755 1-299 limits assumed): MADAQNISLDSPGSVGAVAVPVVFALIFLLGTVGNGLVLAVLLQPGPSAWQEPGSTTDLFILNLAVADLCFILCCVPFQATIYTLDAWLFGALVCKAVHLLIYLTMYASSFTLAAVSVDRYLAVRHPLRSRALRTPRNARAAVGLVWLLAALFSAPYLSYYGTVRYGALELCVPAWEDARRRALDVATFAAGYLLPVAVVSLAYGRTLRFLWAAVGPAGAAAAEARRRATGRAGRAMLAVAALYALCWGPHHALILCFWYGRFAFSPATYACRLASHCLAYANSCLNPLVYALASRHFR
NS3 helicase inh: HCV NS3 helicase inhibition; NS3 helicase DNA unwinding, Cy5 molecular beacon fluorescence; inhibition, % at 10.9 µM; actives 0.56% (n = 290,000); AID 1800;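 active = inhibition above the mean of all tested compounds plus 3 SD, set per campaign, cut at about 35% in these data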;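 also: 0% = DMSO wells and 100% = thioflavine S control wells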
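Assay system – hepatitis C virus NS3 helicase domain fragment enzyme · Buffer or medium – MOPS pH 6.5, MgCl2, DTT, Tween20, BSA · Reagent – Cy5/quencher beacon DNA duplex and ATP to start · Compound – single 10.9 µM dose · Timing – 1 h at 25 °C · Technique – Cy5 beacon fluorescence read at start and 1 h · Measure – % inhibition of unwinding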
GPR7 antagonist: antagonists of human GPR7 (neuropeptides B/W receptor 1). AID 1861. GPR7-expressing cells, fluorescence antagonist assay. inhibition, % at 4.4 µM. P48145. actives 1.1% (n = 290,000); in the data active = inhibition above about 16%, passing the limit was not always enough;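 also: cells stimulated with the agonist NPW; 0% = agonist with vehicle and 100% = vehicle without agonist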
PHOSPHO1 inh: inhibitors of human PHOSPHO1 phosphatase; actives 1.1% (n = 290,000); recombinant PHOSPHO1, absorbance phosphatase assay; AID 1565; inhibition, % at 13.3 µM; Q8TCT1; in the data active = inhibition above about 60%
Target sequence (Q8TCT1 whole entry, looked up): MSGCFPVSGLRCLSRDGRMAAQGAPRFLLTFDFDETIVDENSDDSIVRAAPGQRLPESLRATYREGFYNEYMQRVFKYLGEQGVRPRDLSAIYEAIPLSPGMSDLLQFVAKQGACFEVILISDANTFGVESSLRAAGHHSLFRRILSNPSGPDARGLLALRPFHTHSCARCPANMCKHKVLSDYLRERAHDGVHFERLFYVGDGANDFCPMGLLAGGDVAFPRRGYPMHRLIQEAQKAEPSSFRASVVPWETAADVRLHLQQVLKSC
IMP-1 inhibitor: blocks Pseudomonas aeruginosa IMP-1 metallo-beta-lactamase; purified IMP-1, nitrocefin hydrolysis, epi-absorbance fluorescence; AID 1556; actives 0.45% (n = 290,000); inhibition, % at 5.6 µM;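 active = inhibition above the mean plus 3 SD of all compounds in the same screening run, cut at about 4.5% in these data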;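 also: 0% = IMP-1 with DMSO and 100% = DMSO wells lacking enzyme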
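Assay system: purified IMP-1; Quantity: IMP-1 0.2 nM before substrate addition; Medium: HEPES buffer pH 7.1 with ZnSO4 and Brij 35; Incubation: 15 min enzyme–compound preincubation, then 25 min nitrocefin reaction, 25 °C; Signal: fluorescence quenching readout, ex 480/em 530 nm; Controls: DMSO with and without IMP-1; Repeats: singlicate testing.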
DNA FID counter: displaces DNA intercalator in HCV helicase counter-screen; DNA fluorescent intercalator displacement, fluorescence; inhibition, % at 7.9 µM; actives 0.17% (n = 290,000); in the data active = inhibition above about 37%;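 also: 0% = vehicle and 100% = reference compound; higher means more ethidium bromide displaced from hairpin DNA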
Numbers without * were called inactive; / = no result given.

Molecule	V1R ag counter	VIM-2 inhibitor	OXTR ag	GalR3 antagonist	NS3 helicase inh	GPR7 antagonist	PHOSPHO1 inh	IMP-1 inhibitor	DNA FID counter
O=C(CC1SC(=Nc2ccc(OC(F)F)cc2)N(CCN2CCOCC2)C1=O)Nc1ccc(F)cc1F (stereo unspecified)	0.8	0.9	1.4	-10	-27	2	24	-1.2	-5
CCn1cc(C(=O)NCc2ccco2)c(=O)c2cc(S(=O)(=O)N3CCC(C)CC3)ccc21	-0.8	-1.3	-2.1	-4	-4	-8	26	-2.9	2
COc1ccc(CNC(=O)COC(=O)c2c[nH]c(=O)[nH]c2=O)cc1OC	1.0	-2.3	1.1	-2	5	-4	-2	-1.4	-1
O=C(NCc1ccccn1)C1CCN(S(=O)(=O)c2ccccc2)CC1	1.2	-3.0	1.0	1	-3	-13	35	-2.6	0
C[C@@H]1CC=C[C@H]2[C@H]1C(=O)N(Cc1ccccc1)[C@H]2c1ccc(F)c(/C=C/c2ccccc2)c1	1.6	/	1.8	-6	/	/	35	/	/
CC1CCc2c(sc(NC(=O)CCC(=O)O)c2C(=O)NC2CC2)C1 (stereo unspecified)	-0.3	-0.7	-0.4	-3	5	-12	-50	-2.8	-37
O=C(Nc1nc(-c2ccccc2)nc2ccccc12)c1ccc(F)cc1	0.1	2.3	-1.1	-3	-1	1	-20	-0.9	-3
O=C(Nc1ccccc1C(=O)O)c1ccc2c(c1)C(=O)N(c1cccc([N+](=O)[O-])c1)C2=O	0.4	0.3	1.6	-7	31	3	33	0.1	-20
COc1ccc(C(CNC(=O)c2ccc3c(c2)C(=O)N(CCC(C)C)C3=O)N2CCOCC2)cc1 (stereo unspecified)	0.7	0.4	-0.8	0	-20	29*	-1	-0.2	-14
C=CCn1c(SCC)nc(O)cc1=O	60*	-0.2	29*	-5	8	-7	13	-3.2	-19
Cc1cc(=O)c2c(O)c(O)ccc2o1	0.6	-2.6	0.7	0	10	-12	-109	-7.0	-4
CCCn1c2ccccc2c2cnn(CC(=O)NCCN(C)C)c(=O)c21	/	0.4	/	-8	-16	-14	44	-3.0	1
CCOC(=O)c1c(NC(=O)C(=O)N/N=C/c2ccccc2O)sc2c1CCCCC2	-0.9	-0.2	1.1	1	5	-1	-6	-1.6	-1
Cc1noc(NS(=O)(=O)c2ccc(N/C=C\C(=O)c3ccc(F)cc3)cc2)c1C	0.8	-0.4	-0.5	4	3	-17	29	-1.2	-19
Cc1ccc(S(=O)(=O)N2CCCCC2)cc1NC(=O)Cn1ccc(C(F)(F)F)n1	2.3	-0.9	2.2	-8	2	-17	40	-1.3	-16
CC(=O)c1ccc(OCC(O)CNCc2ccc3c(c2)OCO3)cc1 (stereo unspecified)	5.2	-1.7	2.9	-2	-8	-4	48	-4.0	-1
Cc1cc(C)nc(SCc2nc3ccccc3n2C)n1	-0.2	0.0	0.4	12	3	-6	13	0.5	-11
Fc1ccc(Nc2ncnc3sc4c(c23)CCC4)cc1	-1.9	1.7	-1.9	-4	2	-14	6	-3.0	-12
Cc1ncoc1C(=O)N1CCCC(C(=O)c2ccc(-c3ccccc3)cc2)C1 (stereo unspecified)	2.5	-1.9	0.3	-3	-4	-6	16	-2.8	-35
COC(=O)c1ccc(COc2ccccc2/C=N/Nc2cccc(C(=O)O)c2)cc1	/	-1.5	/	-2	24	6	1	-4.1	-37
Cc1ccc(CN2CCN(CCCc3ccccc3)CC2CCO)cc1 (stereo unspecified)	0.2	-2.1	1.3	-3	-26	-7	20	-0.7	13
COc1ccc(Cc2noc(CN3CCN(C4CCc5ccccc5C4)CC3)n2)cc1OC (stereo unspecified)	7.3	-2.4	6.1	-6	2	-6	32	-0.8	2
CC(=O)c1c(OC(=O)c2ccc(C)cc2)c2ccccc2n1C	-0.7	-0.9	-1.4	-2	3	1	7	2.1	-10
CCC1CCc2sc(C(=O)N3CCCN(C)CC3)cc2C1 (stereo unspecified)	0.5	-0.2	1.0	-5	-7	2	/	-0.5	8
COc1ccc(N=C2NC(=O)/C(=C\c3ccco3)S2)cc1	-0.8	-3.4	-2.6	0	41*	-3	-5	-2.9	-15
CCN1CCN(CCNC(=O)c2cc(Cl)c(NC(=O)C3=C(C)OCCS3)cc2OC)CC1	0.1	24*	-1.2	3	-14	-4	28	-3.3	16
C/C(=N\NS(C)(=O)=O)c1ccc(C)cc1	0.8	-5.4	-0.1	-1	-3	2	12	-1.8	-5
COc1ccc(S(=O)(=O)N(C)c2ccc(C(=O)N3CCN(c4ccccc4)CC3)cc2)cc1OC	6.0	-1.2	1.1	-5	-8	0	43	-0.7	-54
Cn1nccc1C(=O)Nc1nnc(C2CC2)s1	1.0	-4.2	-0.3	3	1	-15	43	-6.5	-6
CSC1=C(C#N)C(c2ccc(Cl)cc2)C2=C(CC(C)(C)CC2=O)N1 (stereo unspecified)	0.1	/	0.5	-6	/	/	26	/	/
NS(=O)(=O)c1ccc(O)c(NC(=O)c2ccc([N+](=O)[O-])cc2)c1	0.4	-3.1	0.3	20*	3	-6	16	-2.5	6
Cc1ccc(SCc2c(C(=O)N/N=C/c3ccccc3)nnn2-c2nonc2N)cc1	0.4	-1.1	-1.2	-8	-7	-10	20	-2.5	-7
Cc1ccc[n+](CC(=O)Nc2cc(C(F)(F)F)ccc2Cl)c1	8.3	-2.6	0.4	-4	-5	-2	26	-2.4	4
CCOC(=O)C1=C(N)Oc2cc(C)n(C)c(=O)c2C1c1ccncc1 (stereo unspecified)	0.9	-0.6	2.1	-4	6	2	15	-0.6	-1
CN(CC(=O)NC1CC(C)(C)NC(C)(C)C1)S(=O)(=O)c1ccc(Br)cc1	-0.2	-2.4	0.5	0	0	-11	38	-2.6	15
O=C(/C=C/c1c(F)cccc1Cl)Nc1nc2ccccc2[nH]1	2.1	-2.7	5.5	-5	3	1	-2	-3.8	-2
Cc1cc(C)c(C)c(OCC(=O)N2CCCCCC2)c1	-0.8	-3.7	-2.1	-5	2	-3	2	0.2	-13
C=CCNC(=S)NNc1ncnc2sc3c(c12)CC(C)(C)OC3	0.0	-4.2	0.0	-3	2	1	-122	-1.4	-9
Cn1c(=O)oc2cc(S(=O)(=O)CCC(=O)N3CCN(c4ccccc4)CC3)ccc21	0.7	-2.4	-0.6	3	-17	-3	44	-1.9	-20
CSc1ccccc1C(=O)Nc1cc([N+](=O)[O-])ccc1C	-1.4	-1.5	0.4	-3	0	-14	-4	-3.4	2
COc1ccc(O)c(/C=N/N2CCOCC2)c1	-0.3	-2.6	-0.4	-5	-3	-18	16	-2.5	-3
CCCCNC(=O)COC(=O)c1ccc(NS(=O)(=O)c2ccc3c(c2)OCCO3)cc1	3.6	-4.9	6.4	-5	-3	-7	13	-4.3	-25
C=CCn1c(=NC(=O)c2cc(-c3cccs3)nc3ccccc23)sc2cc(S(N)(=O)=O)ccc21	1.2	-3.2	1.1	-2	14	-2	-2	-0.4	-12
Cn1c(=O)cc(-c2ccccc2)c2ccccc21	-0.5	2.3	-1.3	-5	-1	1	-27	-2.8	-7
COc1cc(/C=C(\C#N)c2nc3ccc(C)cc3[nH]2)c([N+](=O)[O-])cc1OC	-1.2	-5.5	4.7	3	3	-2	-3	-2.5	-13
Cc1cc(=O)[nH]c2c1c(C)nn2-c1ccccc1	0.2	-1.8	0.6	1	6	-2	-5	-1.6	3
COCCNc1nc2nonc2nc1N(C)Cc1cccc2cnccc12	-0.4	-2.5	-1.0	-5	1	0	-3	-2.8	-1
COc1ccc(OC)c(N(C(=O)c2snc(C(N)=O)c2N)C(C(=O)NCC2CCCO2)c2ccc3ncccc3c2)c1 (stereo unspecified)	-0.5	-2.4	-0.5	-8	7	2	-9	-0.8	-40
CC(=O)CCS(=O)(=O)c1ccc(C)c(C)c1	0.8	-1.9	0.4	6	0	4	-3	-1.5	0
CC(C)N1C(=O)CCN(C=O)c2ccccc21	1.1	-2.5	0.0	-2	7	2	-8	-0.9	-7

(further entries)
Molecule	V1R ag counter	VIM-2 inhibitor	OXTR ag	GalR3 antagonist	NS3 helicase inh	GPR7 antagonist	PHOSPHO1 inh	IMP-1 inhibitor	DNA FID counter
CCOc1ccccc1/C=C/c1onc(C)c1S(=O)(=O)N1CCC(C(=O)NC(C)C)CC1	0.0	-1.7	-1.2	-6	-10	-8	24	-1.5	-31
COc1ccc(C)cc1-n1c(SCC(=O)Nc2cc(C)on2)nc2sc(C)c(C)c2c1=O	-0.2	-2.9	-0.3	1	0	-17	27	-3.8	-6
O=C(O)Cc1ccc(NC(=O)c2ccc(Cl)c(Cl)c2)cc1	0.8	-2.8	0.3	-2	4	-5	35	-2.5	-11
Cc1ccc(C)c(CSc2nc3ccncc3n2CC(=O)Nc2ccc(C)c(C)c2)c1	/	0.6	/	/	-71	-10	-6	-0.6	1
CC1CCCCC1NC(=O)C1CCN(c2c3c(nc4ncnn24)CCC3)CC1 (stereo unspecified)	1.6	1.6	0.9	-12	3	7	11	-1.5	-20
CC(/C=N/N1CCN(c2ccccn2)CC1)=C\c1ccccc1	-0.9	0.7	-2.4	2	-9	3	1	-0.3	-2
COCc1ccc(CN2CCc3c([nH]c4ccccc34)C2C(C)(C)C)o1 (stereo unspecified)	-1.6	-1.2	-2.5	-2	-1	-14	49	-2.8	-2
Cc1cc(C)cc(NC(=O)c2ccccc2CC[N+](=O)[O-])c1	-1.1	1.3	-2.3	10	3	-4	49	0.9	-4
O=c1[nH]c(CSc2ncnc3sccc23)nc2cc(C(F)(F)F)ccc12	0.2	-0.1	-0.5	1	3	-9	16	-0.9	-6
O=c1cc[nH]c2c1ccc1c(=O)cc[nH]c12	-0.8	-1.1	1.0	0	2	-12	14	-2.4	-3
O=C(CSCc1ccccc1F)NCc1ccccc1	-0.6	-4.1	-1.1	-3	1	-6	21	-2.2	-4
CCCCCN(C(=O)CCC(=O)OCC(=O)NCc1ccc(OC)cc1)c1c(N)n(CCCC)c(=O)[nH]c1=O	0.0	-1.5	-0.9	-5	0	-9	37	-2.1	-44
CCN(CC)C(=O)c1sc2nc(Cc3ccccc3)[nH]c(=O)c2c1C	-0.5	1.7	-1.4	-4	13	8	20	2.5	-28
Cc1sc2nc(CN3CCCC3)nc(N3CCN(S(=O)(=O)c4cccs4)CC3)c2c1C	-0.1	0.7	-1.9	-2	-39	6	-2	-0.7	13
COC(=O)C1CCN(C(=O)c2cc(OC)c(OC)c(OC)c2)CC1	0.5	-2.9	0.1	-10	3	8	-8	-2.0	-6
Cn1c(C(=O)NCCc2ccccc2)cc(=O)n(C)c1=O	0.4	-1.3	1.2	0	21	-9	-3	-1.2	-7
